# Screening results from PubChem.
# TAG inh: triacylglycerol accumulation inhibition | H9c2 cells, Nile Red lipid (TAG) fluorescence; cells loaded with 200 µM oleic acid | inhibition, % at 12.5 µM | actives 0.66% (n = 230,000);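 active = pattern-corrected inhibition of lipid staining of at least 50% with the nuclear-stain viability signal not falling by more than 50%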;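 note: 0% = DMSO wells and 100% = triacsin C control wells; some results filed as inactive read as strong as hits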
# TAG inh DAPI viability: further read-out of TAG inh, marked with its call; DAPI nuclei signal change (viability), lower = more cytotoxic, %;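 whole-well DAPI fluorescence read on a plate reader as a viability signal; minus 50 percent equals half of cells still viable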
# An asterisk follows results filed as active; & = joins results of further samples.
# Start of the listing, in advance:
SMILES,TAG inh,TAG inh DAPI viability
N#Cc1cccc(C(c2nnnn2C2CCCC2)N2CCC(Cc3ccccc3)CC2)c1 (stereo not given),-61,14
COc1ccccc1NC(=O)c1ccccc1Oc1ccccc1,-5,-7
COc1cc(OC)c(OC)cc1/C=C1\Oc2cc(OS(C)(=O)=O)ccc2C1=O,-24,6
O=C(Nc1ccccc1N1CCOCC1)c1ccc(N2CCCC2=O)cc1,12,-3

# This part in full, repeating the preview:
SMILES,TAG inh,TAG inh DAPI viability
N#Cc1cccc(C(c2nnnn2C2CCCC2)N2CCC(Cc3ccccc3)CC2)c1 (stereo not given),-61,14
COc1ccccc1NC(=O)c1ccccc1Oc1ccccc1,-5,-7
COc1cc(OC)c(OC)cc1/C=C1\Oc2cc(OS(C)(=O)=O)ccc2C1=O,-24,6
O=C(Nc1ccccc1N1CCOCC1)c1ccc(N2CCCC2=O)cc1,12,-3
COc1ccc(OC)c(NC(=O)Nc2nc(CN)cs2)c1,7,-9
CC1CCCC(C)N1C(=O)c1cc(F)c(F)cc1Cl (stereo not given),0,-5
Cc1ccc(S(=O)(=O)NCC(=O)NCC(=O)OCC(=O)NC(=O)NC(C)(C)C)cc1C,8,20
C/C(N)=C(/C#N)C(=O)CSc1nnc(-c2ccccc2)n1C,-14,7
COC(=O)c1ccc(NC(=O)CNC(=O)C2CCCCC2)c(C)c1,18,-3
CCc1ccc(Nc2ncc3c(n2)CC(C)(C)CC3=O)cc1,4,9
COc1cc(CN2CCSCC2)cc(OC)c1OC,-9,0
CCN(CC)C(=O)[C@H]1CC(CC(=O)NC/C=C(\C)CCC=C(C)C)C(=O)N2CCc3c([nH]c4ccccc34)[C@]12C (stereo not given in full),24,-7
COc1cc(OC)cc(-c2c(-c3cccs3)c3cc(-c4cnc(OC)nc4)ccc3n2C)c1,-73,28
Cc1nn(-c2ccccc2)c(C)c1/C=N/n1c(-c2ccncc2)n[nH]c1=S,3,-2
Cc1nnsc1C(=O)N1CCN(c2ccc(C#N)cn2)CC1,16,-7
CNS(=O)(=O)c1ccc(NC(=O)Nc2cccc(F)c2)cc1,-8,1
O=C(O)c1n[nH]nc1-c1ccccc1,8,-6
COc1ccccc1CNC(=O)c1ccc2c(=O)n(CCCN3CCCC3=O)c(=S)[nH]c2c1,7,-5
CN(C)c1ccc(/C=C/c2ccc3c4ccccc4ccc3[n+]2-c2ccccc2)cc1,67*,-48*
COc1ccc(F)cc1S(=O)(=O)N1CCC2(CC1)OCCN2S(=O)(=O)c1ccccc1,-24,-3
CCCn1c(N2CCN(C(=O)N3CCCCC3)CC2)nc2ccccc21,-10,-3
COC(=O)c1c(C)[nH]c(C(=O)/C=C/c2ccccc2Cl)c1C,-6,9
CCC(=O)N(C)C[C@@H]1Oc2ncc(Br)cc2C(=O)N([C@H](C)CO)C[C@H]1C,-24,9
CCCc1cc(=O)[nH]c(SCCOC(=O)c2ccccc2)n1,-16,2
Cn1cc(P(=O)(N2CCOCC2)N2CCOCC2)cc1P(=S)(N1CCOCC1)N1CCOCC1,11,-7
O=C(CSc1ncn[nH]1)Nc1nc2c(F)c(F)c(F)cc2s1,0,-3
C/C(Cc1ccccc1)=N\NC(=O)CNC(=O)/C=C\c1ccccc1,-1,0
O=C(Nc1nnc([C@H]2C[C@H](O)[C@@H](CO)O2)s1)Nc1ccccc1F,16,-9
O=C(NC1CCCCC1)c1cc(-c2ccccn2)nc2ccccc12,22,-7
CCOCCCNC(=O)C(NC(=O)c1ccccc1O)c1ccccc1 (stereo not given),15,-16
C/C(=N\Nc1ccc(C(=O)O)cc1)c1ccc(S(=O)(=O)NCc2ccco2)cc1,7,0
NC(=O)Nc1ccc(C(=O)OCC(=O)Nc2cccc(S(=O)(=O)NC3=NCCC3)c2)cc1,10,-13
CCOC(=O)N/N=C(/C)c1ccc(N2C(=O)C3CCCCC3C2=O)cc1 (stereo not given),-7,5
Cc1noc(C)c1C(=O)OCC(=O)NC(=O)NC12CC3CC(CC(C3)C1)C2,17,-4
O=[N+]([O-])c1ccccc1NC1CCN(Cc2ccccc2)CC1,-15,10
CS(=O)(=O)N1CCc2cc(C(=O)N3CCOCC3)ccc21,-2,0
O=C(Nc1ccccc1)c1ccc2ccccc2n1,-6,6
O=C(CCN1CCN(c2ccccc2)CC1)NNC(=O)Cc1ccccc1Cl,8,5
C[N+](C)(C)CCCCCC[N+](C)(C)C,4,0
Cc1nn(-c2ccccc2)nc1-c1nnc(-c2ccc(C(F)(F)F)cc2)o1,-9,-5
CCc1ccc2oc(-c3ccc(OC)cc3)cc(=Nc3cccc(C(=O)O)c3)c2c1,5,66
COc1ccc(OC)c(NC(=O)CSc2nnc(-c3ccncc3)s2)c1,7,4
O=C(Nc1cccc(Cl)c1)N1CCCCCC1,-6,-2
CC(C)NC(=O)NS(=O)(=O)c1cnccc1N1CCCCC1,-4,4
O=c1oc2ccccc2c(N2CCCCC2)c1CN1CCCCC1,2,-3
c1ccc2c(c1)ncn2-c1ncnc2sc3c(c12)CCCC3,-19,2
CCCOCC1CC2(CC(C)(c3csc(N)n3)OC2=O)C(=O)O1 (stereo not given),-6,8
O=C(c1cccs1)N(Cc1ccco1)c1nc(-c2ccc(F)cc2)cs1,-41,0
Cc1cc(=O)[nH]c(/N=C(\N)Nc2ccc3c(c2)OCCO3)n1,-1,2
COc1ccc(CCNC(=S)NCCc2ccc(OC)c(OC)c2)cc1OC,7&2,8&3
O=C(c1cccs1)N1CCN(C(=O)c2cn(-c3ccccc3)nc2-c2ccccc2)CC1,-11,-12
COc1ccc(NC(=S)N(CCN2CCOCC2)Cc2ccccc2F)cc1,-3,6
Cc1ccc(C(=O)NNC(=O)c2nn(-c3ccc(F)cc3)ccc2=O)cc1,0,-6
CC1=C(C(=O)N(C)C)CC(CC(=O)NCCCN(C)C)C(=O)N1CCC1=CCCCC1 (stereo not given),3,-10
Cc1ccc(/C=C2\SC(=S)N(CCCC(=O)Nc3cc(C)on3)C2=O)cc1,3,-4
COc1ccccc1OCCCC(=O)NC(C)c1ccccc1 (stereo not given),6,5
O=C(CN1CCN(C/C=C/c2ccccc2)CC1)NC(=O)NC1CCCCC1,4,10
O=S1(=O)CCOC[C@H](CC2CCCCC2)N1Cc1ccccc1Br,-24,-3
CNC(=O)COC(=O)c1cc(-c2ccco2)nc2ccccc12,12,0
CCCCCC(=O)Nc1ccc2oc(-c3cccnc3)nc2c1,32,11

# An excerpt of the results above, for reference:
SMILES,TAG inh,TAG inh DAPI viability
CC1=C(C(=O)N(C)C)CC(CC(=O)NCCCN(C)C)C(=O)N1CCC1=CCCCC1 (stereo not given),3,-10
Cc1ccc(/C=C2\SC(=S)N(CCCC(=O)Nc3cc(C)on3)C2=O)cc1,3,-4
COc1ccccc1OCCCC(=O)NC(C)c1ccccc1 (stereo not given),6,5
O=C(CN1CCN(C/C=C/c2ccccc2)CC1)NC(=O)NC1CCCCC1,4,10
O=S1(=O)CCOC[C@H](CC2CCCCC2)N1Cc1ccccc1Br,-24,-3
CNC(=O)COC(=O)c1cc(-c2ccco2)nc2ccccc12,12,0
CCCCCC(=O)Nc1ccc2oc(-c3cccnc3)nc2c1,32,11

# Following part.
SMILES,TAG inh,TAG inh DAPI viability
C=CCN(C(=O)c1ccccn1)C(C(=O)NCc1ccccc1)c1ccccc1F (stereo not given),7,-5
CN(Cc1ccon1)Cc1cn(C)nc1-c1cccc(Cl)c1,-7,3
COc1ccc(-c2cc3c(=O)n(CC(=O)NCc4ccccc4OC)ncn3n2)cc1,2,-1
Cc1ccc(Cn2ccc(=O)c(OCc3c(Cl)cccc3Cl)c2C)cc1,-23,8
CC1C(c2ccccc2)OCCN1C=NC#N (stereo not given),6,-6
COc1ccc2[nH]c(=O)c(CN(C(C)=O)c3cc(C)ccc3C)cc2c1,-3,4
O=C([C@@H]1CCCN1C1=NS(=O)(=O)c2ccccc21)N1CCN(c2ccccc2)CC1,2,-5
CCCCCNc1nc(N2CCCC2)c2c(c1C#N)CCN(C)C2,16,31
Cc1noc(NS(=O)(=O)c2ccc(NC(=O)CC34CC5CC(CC(Br)(C5)C3)C4)cc2)c1C,-23,1
Cc1cc(=O)[nH]c2c1c(=O)[nH]n2C1CC(C)N(C)CC1C (stereo not given),0,-4
COCCCn1c(=N)c(C(=O)NCC2CCCO2)cc2c(=O)n3ccccc3nc21 (stereo not given),-4,68
CCN1C(=S)N[C@@H](c2cccs2)C(C(=O)OC)=C1C,13,2
CCOC(=O)c1c(NC(C)=O)sc2c1C1CCN2CC1,2,-10
CS(=O)(=O)c1[nH]nc(-c2ccccc2Cl)c1C#N,2,-1
Cc1ccc(CC(C)(O)CC(C)(O)Cc2ccc(C)cc2)cc1 (stereo not given),20,-24
COc1ccc(/C=N/NC(=O)c2sccc2C)c2ccccc12,-1,11
CCCCn1c(SCC(=O)NC2CC2)nc2cc(C(=O)OC)ccc2c1=O,1,1
Cc1ccc(S(=O)(=O)N2CCOCC2)cc1NC(=O)c1cccc(S(=O)(=O)N2CCCC2)c1,-8,-3
C=CCN(CC=C)S(=O)(=O)c1ccc(NC(=O)COc2ccccc2OC)cc1,-36,9
CC(=O)SC1CC2=CC(=O)CCC2(C)C2CCC3(C)C(CCC34CCC(=O)O4)C12 (stereo not given),-12,3
CCOC(=O)C1(Cc2ccccc2C)CCCN(S(=O)(=O)c2cccnc2)C1 (stereo not given),13,-11
S=C(NCc1ccccc1)N1CCN(c2cccc(Cl)c2)CC1,1,5
O=[N+]([O-])c1ccc(S(=O)(=O)NCCc2cn3ccccc3n2)cc1,11,0
O=C(c1c[nH]c2ccccc12)N1CCN(c2ccccc2)CC1,-4,4
C/C(=N/NC(=O)c1cccnc1)C1=C(O)CC(C)(C)CC1=O,6,1
COc1cc(CNCc2ccc3c(c2)OCO3)c([N+](=O)[O-])cc1OC,0,-2
CCN(CC)S(=O)(=O)c1cccc2cc(C(=O)O)c(O)cc12,24,-3
COc1ccc(C(=O)O)cc1S(=O)(=O)NC(C)C,5,-10
COc1ccc(C=CC(=O)c2cc(O)ccc2O)cc1,44,-14
CC1(C(=O)NCc2ccc(C(F)(F)F)cc2)CCN1Cc1c(F)cccc1F (stereo not given),6,-7
CCCCCCCCN1[C@@H](CC(=O)O)c2cc(C(F)(F)F)ccc2S1(=O)=O,-11,-3
Nc1ccn(CC(=O)NCCNc2ccc([N+](=O)[O-])cn2)c(=O)n1,-14,-8
O=C(COc1ccccc1)NC(=S)Nc1ccc2c3c(cccc13)CC2,-5,9
COc1ccccc1/C=C/C(=O)Nc1ccc(S(=O)(=O)Nc2cc(C)on2)cc1,8,5
O=C1c2ccccc2C(=O)N1CCc1c[nH]c2ccccc12,-5,4
COCC(=O)N1C[C@H]2CON(C)[C@H]2C[C@H]1c1cccc(-c2ccccc2)c1,-7,3
COc1cc(C#Cc2c(-c3ccccc3)n(C)c3ccccc23)cc(OC)c1,-6,80
COC(=O)C1C/C(=N\NS(=O)(=O)c2ccc(C)cc2)c2sccc2C1 (stereo not given),5,-10
COc1ccc(NC(=O)c2cc(-c3ccco3)nc3ccccc23)cc1S(=O)(=O)N1CCOCC1,31,-14
CCOc1ccc(S(=O)(=O)N2CCNC(=O)C2)cc1,5,-9
CN1CCN(c2ncnc3c2ncn3[C@H]2CN(C)C[C@@H](CO)O2)CC1,-1,3
CC(C)C[C@H]1CN=C(Nc2ccccc2)N1CCc1cccc(F)c1,39,-24
COc1ccc(-c2noc(CCC(=O)N3CCN(c4cccc(C(F)(F)F)c4)CC3)n2)cc1,1,-5
O=C(O)c1ccccc1Nc1cccc(C(F)(F)F)c1,-3,6
COc1cccc(CNC(=O)C2CCN(c3cnccn3)CC2)c1,21,-4
O=C(NCCCn1ccnc1)c1cccc(S(=O)(=O)Nc2ccc(Br)cc2)c1,-4,1
O=C(O)c1ccccc1N=Cc1c(O)n(-c2nccs2)c(=O)c2ccccc12,6,-12
COc1ccc(C(=O)O/N=C(\N)Cc2ccc(Cl)c(Cl)c2)cc1OC,9,4
Cc1ccccc1C(OCC(O)CN1CCCCC1CCO)c1ccccc1 (stereo not given),20,-13
COc1ccc(OC(=O)c2cccc(S(=O)(=O)N3CC(C)OC(C)C3)c2)cc1 (stereo not given),6,-8
Cc1ccc(C)c(NC(=O)c2cc(-c3cccnc3)nc3ccccc23)c1,-5,5
Cc1ccc(CNC(=O)C(=O)NCC2OCCCN2S(=O)(=O)c2cccs2)cc1 (stereo not given),43,0
CC(=O)Nc1nnc(-c2ccccn2)o1,3,-6
O=[N+]([O-])c1cc(/C=N/O)ccc1Sc1ccccc1,-7,3
c1cncc(-c2noc(-c3ccc4ccccc4c3)n2)c1,-6,0
CN1C(=O)c2ccccc2C(O)c2ccccc21 (stereo not given),-6,5
COc1ccc(-n2nc3c(c2NC(=O)c2ccccc2)CS(=O)(=O)C3)cc1,-2,4
O=C(COC(=O)c1cncc(Br)c1)Nc1ccc(S(=O)(=O)N2CCOCC2)cc1,2,-2
COc1ccc(-n2c(CSc3nc(C)cc(C)n3)nnc2SCC(=O)Nc2nccs2)cc1,-30,-4
Cc1cc(=O)oc2cc(OS(C)(=O)=O)ccc12,-8,17
CCN(CC)CCSc1nnc2c3cc(C)ccc3n(Cc3ccccc3)c2n1,17,9
COc1cc(/C=N/NS(=O)(=O)c2ccc(Br)cc2)ccc1O,4,-1
O=C1CC(NCc2ccncc2)C(=O)N1c1ccc(Cl)cc1 (stereo not given),2,-2

# Some of the compounds tested. The share of hits here may be higher or lower than overall.
